# Assay outcomes: PubChem, National Center for Advancing Translational Sciences (NCATS)
# Lipid storage S3: qHTS Assay for Lipid Storage Modulators in Drosophila S3 Cells | Drosophila S3 cells, BODIPY lipid droplet fluorescence, 18-24 h; cells fed with added oleic acid | lipid storage change, negative = inhibition, % at the top dose, mostly 46.1 µM; hits show Potency in µM | 320,000 tested, 0.64% active | AID 2685; active = well fitted inhibition curve with a large enough effect in the signal ratio, with a control signal flat, not every such curve was filed as active; inconclusive = small, poorly fitted or top-dose-only effect, or effect the other way, or a change in a side signal; the % refers to the signal ratio
#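 Drosophila S3 cells loaded with oleic acid (400 uM, as added) and compounds at several concentrations; lipid droplets imaged by 488-nm laser-scanning cytometry, 500–530 nm intensity and object ratio to cell channel. Percent activity normalized to 20 uM Triacsin C.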
# Lipid storage S3 cell count max: further read-out of Lipid storage S3, marked with its call; cell number change, %; measured here: cell count max response;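 cells counted by Cell Tracker Red CMTPX staining in the red channel; peak over a dose series mostly up to 46.1 µM; percent activity relative to internal control wells on each plate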
# * marks the source's active call; other numbers are inactive results; i = inactive; ? = inconclusive; . = not tested or not shown; [ ] = another dose, or the depositor's remark. % is set by controls: 0 for no effect and ±100 for the full control effect; potency is the fitted concentration of half-maximal effect. Only part of the results is shown; the hit share may differ from the screen's.
smiles	Lipid storage S3	Lipid storage S3 cell count max
CCCCN(C(=O)c1cc(-c2ccco2)nc2ccccc12)c1c(N)n(CCCC)c(=O)[nH]c1=O	i	11.9
CCCC[n+]1ccn(-c2nc3c([N+](=O)[O-])cccc3n2C)c1	?	.
Cc1ccc(C(=O)n2nnc3ccccc32)cc1[N+](=O)[O-]	?	.
O=C(CN1C(=O)/C(=C\c2cccc(F)c2)Oc2ccccc21)N1CCN(c2ccccn2)CC1	15.5%	2.6
Cc1cc(C)n2[nH]c(=O)c(N=Nc3ccccc3)c2n1	?	.
COC(=O)C1=C(C)NC(C)=C(C(=O)OC)C1c1cn(-c2ccccc2)nc1-c1ccco1	6.8%	-3.0
CNC[C@H](O)c1ccc(O)c(O)c1	?	.
COC(=O)c1[nH]c2c(c1C(=O)OC)CCc1ccccc1-2	16.9%	3.3
CCOC(=O)NC(=S)Nc1c(C)n(C)n(-c2ccccc2)c1=O	?	.
CCCCN1C(=O)/C(=C/C=C2\Oc3ccccc3N2CC)SC1=S	?	.
O=C(NCC(=O)N(CC1CCCO1)C(C(=O)NC1CCCC1)c1ccc(F)cc1)c1ccco1 (stereo not given)	10.6%	2.5
O=C(NCc1ccc2c(c1)OCO2)C1CCN(c2ncccn2)CC1	-3.8%	16.7
O=C(NCc1ccccc1)c1cc(-c2cccs2)on1	3.0%	14.8
O=C(CNCCc1ccc(F)cc1)Nc1cc(F)ccc1F	12.4%	-2.9
Cc1cc(/C=C(/C#N)C(=O)O)c(C)n1CCC(C)C	?	.
COc1ccccc1N1CCN(C(=O)CSc2nc(C)c(Cc3ccccc3)c(=O)[nH]2)CC1	?	.

# An excerpt from above in order of the Lipid storage S3 cell count max value, ascending.
SMILES	Lipid storage S3 cell count max
O=C(CNCCc1ccc(F)cc1)Nc1cc(F)ccc1F	-2.9
O=C(NCC(=O)N(CC1CCCO1)C(C(=O)NC1CCCC1)c1ccc(F)cc1)c1ccco1 (stereo not given)	2.5
O=C(NCc1ccc2c(c1)OCO2)C1CCN(c2ncccn2)CC1	16.7

# (continued)
smiles	Lipid storage S3	Lipid storage S3 cell count max
COC(=O)c1ccccc1NC(=O)CCCN1C(=O)C(c2ccccc2)Oc2cccnc21 (stereo not given)	?	.
COc1cc(C2C(C(=O)OCCC#N)=C(C)NC3=C2S(=O)(=O)c2ccccc23)cc(OC)c1OC (stereo not given)	-24.7%	17.1
CN(C)/C=N/C(=S)Nc1ccccc1F	?	.
C=CCn1c(=O)c2c(nc3n2CCCN3Cc2ccccc2)n(C)c1=O	?	.
O=C1ON=C(c2cccc([N+](=O)[O-])c2)/C1=C/c1ccc(O)cc1	?	.
Cc1ccc(NC(=O)CSCC(=O)NCCc2ccccc2)cc1	4.4%	3.8
CCOC(=O)c1cc2n(n1)C(C(F)(F)C(F)(F)F)CC(C)N2 (stereo not given)	i	.
O=C(CCS(=O)(=O)Cc1ccc(Cl)cc1)NCCCN1CCN(c2ccccc2F)CC1	?	.

# Random excerpt: 5 records from the list
smiles	Lipid storage S3	Lipid storage S3 cell count max
O=C1ON=C(c2cccc([N+](=O)[O-])c2)/C1=C/c1ccc(O)cc1	?	.
CCOC(=O)c1cc2n(n1)C(C(F)(F)C(F)(F)F)CC(C)N2 (stereo not given)	i	.
C=CCn1c(=O)c2c(nc3n2CCCN3Cc2ccccc2)n(C)c1=O	?	.
Cc1ccc(NC(=O)CSCC(=O)NCCc2ccccc2)cc1	4.4%	3.8
O=C(CCS(=O)(=O)Cc1ccc(Cl)cc1)NCCCN1CCN(c2ccccc2F)CC1	?	.

# Additional structures follow:
smiles	Lipid storage S3	Lipid storage S3 cell count max
O=C(COc1ccccc1Cl)N1CCc2ccccc21	?	.
C=CCOC(=O)C1=C(C)NC(SCC(N)=O)=C(C#N)C1c1cccs1 (stereo not given)	-8.6%	-3.4
N=c1nc(N)nc2n1NC(c1ccc(F)cc1)=CS2	?	.
O=C(CSc1nc2ncc(Br)cc2[nH]1)Nc1ccccc1-c1ccccc1	?	.
COc1ccc(NC(=O)N2CCCC2C(=O)Nc2ccc(C)cc2C)cc1 (stereo not given)	?	.
Cc1ccccc1NC(=O)c1cccc(C(F)(F)F)c1	?	.
C/C(=N\NC(=O)CSCc1ccccc1Cl)c1cccc(NC(=O)c2ccccc2)c1	-5.8%	-7.1
Cc1cccc(-[n+]2c(C)cc(C)c3c(=O)[nH]c(=O)[nH]c32)c1	?	.
O=C1CN(C(=O)CNCc2ccccc2Cl)c2ccccc2N1	9.2%	4.2
CCn1nc(C)c(/C=C2\CCCC3=C2OC(N)=C(C#N)C3c2c(C)nn(CC)c2C)c1C (stereo not given)	-27.7%	-15.6
Cc1sc2nc(SCC(=O)N3CCOCC3)[nH]c(=O)c2c1-c1ccccc1	-20.5%	2.0
COC(=O)c1ccc(NC(=O)COC(=O)COc2cccc3c2OC(C)(C)C3)cc1	?	.
COc1ccc(CCNC(=O)CCCc2ccccc2)cc1	?	.
CC(C)CCC(CCNCc1ccccn1)c1ccc(Cl)cc1 (stereo not given)	i	-14.8
O=C(N/N=C/c1ccncc1)c1cc2c(ccc3ccccc32)o1	?	.
CCCN(C(=O)c1ccc(N2CCCC2=O)cc1)C1CCS(=O)(=O)C1 (stereo not given)	?	.
CCN(c1ccccc1)S(=O)(=O)c1ccc(F)c(C(=O)O)c1	?	.
O=C(COC(=O)C1CCC1)Nc1ccc(OC(F)F)cc1	?	.
CCOC(=O)c1c(NC(=O)c2ccn(CC)n2)sc2c1CCC2	?	.
CCOc1ccc2nc(NC3=NC(C)(C)C=C(C)N3)nc(C)c2c1	?	.
Cc1nc(NS(=O)(=O)c2ccc(Br)cc2)c2c3c(sc2n1)CCC3	12.1%	.
COc1ccc(NC(=O)CN(C)C(=O)/C=C/c2cn(-c3ccccc3)nc2-c2cccs2)cc1	?	.
O=C1CCCN1c1ccc(S(=O)(=O)N2CCCCC2)cc1[N+](=O)[O-]	2.6%	14.2
CN(Cc1ccccc1)C(=O)c1ccc(Cl)c([N+](=O)[O-])c1	0.3%	16.0

# More entries.
Structure	Lipid storage S3	Lipid storage S3 cell count max
NC(=O)C1CCN(CC(=O)NCc2ccccc2)CC1	?	.
COc1ccc(CNC(=O)c2cc(C3CC3)nc3c2cnn3C(C)C)cc1OC	11.6µM*	1.3*
COc1cccc(NC(=O)CN(C)C(=O)CCc2nc3sc4c(c3c(=O)[nH]2)CCCC4)c1	?	.
O=[N+]([O-])c1cccc(-c2nc(-c3ccccc3)no2)c1	6.8%	15.7
COc1ccc(C(=O)N(Cc2ccccc2)c2cccc(C)c2)cc1S(=O)(=O)N1CCOCC1	?	.
CCC(C)C(NC(=O)c1ccccc1NC(=O)c1ccc(OC)cc1)C(=O)NCc1ccco1 (stereo not given)	i	6.7
CCCOC1CCCN(C(=O)CCc2nnc(Cc3cccc(C)c3)o2)C1 (stereo not given)	-9.5%	-10.0
N#C/C(=C/c1ccc([N+](=O)[O-])cc1)C(=O)Nc1ccccc1O	?	.
O=C(NCCN1CCOCC1)c1c(O)nc2ccccn2c1=O	-7.8%	-20.2
COc1cc(C)nc(Oc2ccc(OCc3ccccc3)nn2)n1	?	.
Cc1ccc(NC(=O)Cn2c([N+](=O)[O-])cnc2C)cc1	-14.3%	24.1
Cc1ccc2[nH]c(=O)c(COC(=O)C3CCCO3)cc2c1 (stereo not given)	3.4%	1.3
Cc1nc(-c2cc(C#N)c(Sc3ccc(Cl)cc3Cl)nc2C)cs1	-5.3%	-0.4
CC(=O)CC1(O)C(=O)N(CN2CCN(c3ccccc3)CC2)c2ccccc21 (stereo not given)	?	.
O=C1c2ccccc2C(=O)c2c1ccc1c(=O)n(-c3ccccc3)[nH]c21	0.2%	-9.4
CCN(C(=O)COC(=O)/C=C/c1c(C)nn(Cc2ccc(C)cc2)c1C)C1CCS(=O)(=O)C1 (stereo not given)	?	.
COc1cccc(-c2nc(NCC3CCCO3)c3ccccc3n2)c1O (stereo not given)	-1.3%	17.5
Cc1ccc(NC(=O)C(C)NS(=O)(=O)c2ccc(F)cc2)cc1C (stereo not given)	?	.
COCCCNC(=O)/C=C1\Sc2ccccc2N(Cc2ccccc2F)C1=O	0.4%	12.6
CCOc1ccc(NS(=O)(=O)c2ccc(N)cc2)cc1	?	.
COc1ccc(Cc2nnc(NC(=O)c3ccco3)s2)cc1OC	?	.
CCOc1ccccc1N(CC(=O)NC1CCCC1)S(=O)(=O)c1ccc(C)cc1	i	-3.8
CCCn1c(N)c(C(=O)CSc2ncn[nH]2)c(=O)n(C)c1=O	?	.
Cc1cc(NC(=O)c2ccc(S(=O)(=O)N(C)CC3CCCO3)cc2)no1 (stereo not given)	0.7%	.
CCNC(=O)C12CCC(C)(C(=O)C1Br)C2(C)C (stereo not given)	?	.
Cc1nc(NC(=O)CN2CCN(c3cccc(Cl)c3)CC2)sc1C(=O)N(C)C	i	-0.6
Cc1sc2ncnc(SCC(=O)N3CCOCC3)c2c1C	11.6%	-10.8
COc1ccc(/C=N/Nc2cc(C)nc(-n3nc(C)cc3C)n2)cc1	?	.
CCOc1ccc(C2/C(=C(/O)c3ccc4c(c3)CC(C)O4)C(=O)C(=O)N2CC2CCCO2)cc1 (stereo not given)	?	.
COc1nc(C)nc2c1sc1nc3c(cc12)COC(C)(C)C3	?	.
Cc1oc(-c2ccc(Cl)cc2)nc1CS(=O)CC(=O)NCCCN1CCOCC1 (stereo not given)	18.8%	-26.2
CCC(c1nnnn1CCOC)N(Cc1cc2cc(C)c(C)cc2[nH]c1=O)CC1CCCO1 (stereo not given)	?	.
O=C(CNc1ccccc1)Nc1cccc2ccccc12	-20.2%	-24.6
COC(=O)CCC(=O)N1CCCC(C(=O)c2ccc(Cl)cc2C)C1 (stereo not given)	i	4.1
Cc1ccc(NC(=O)N2CCCC2C(=O)NCc2ccc(Cl)cc2)cc1 (stereo not given)	?	.
CCc1ccccc1NS(=O)(=O)c1ccc2[nH]cc(C(=O)NC3CCCC3)c(=O)c2c1	?	.
CCCCn1c(N)c(N(CC(C)C)C(=O)CSCC(=O)Nc2ccc(OC)cc2)c(=O)[nH]c1=O	-16.1%	24.9
O=C(Nc1nc(-c2ccccc2)cs1)c1ccc2c(c1)S(=O)(=O)c1ccccc1C2=O	?	.
Cc1sc2nc(CSC(C)C(=O)Nc3ccc(Cl)cn3)[nH]c(=O)c2c1C (stereo not given)	?	.
COc1ccc(-c2nc3ccccc3n2CCC(C)C)cc1OC	?	.
Cc1ccn(S(=O)(=O)c2ccc(N3CCCC3=O)cc2)n1	?	.
CCCc1[nH]nc2c1C1(CCN(C(=O)OCc3ccccc3)CC1)C(C#N)=C(N)O2	i	9.1
CN1CCc2c(OCC(=O)N3CCC(Cc4ccccc4)CC3)cccc2C1=O	-3.2%	-0.4
CCOc1ccc(N2CC(C(=O)Nc3ccncc3)CC2=O)cc1 (stereo not given)	?	.
Cc1cc(C)n(-c2nc3ccccc3c(=O)n2OCC(N)=O)n1	-8.4%	12.6
O=C(NCc1cccnc1)c1cn(-c2ccccc2)nc1-c1ccccc1	8.9%	2.5
COC(=O)c1cc(C#N)c(N2CCOCC2)nc1C	23.2%[9.22 µM]	4.7
Cc1cc(C)nc(NS(=O)(=O)c2ccc(NC(=O)Cc3ccc(F)cc3)cc2)n1	1.6%	-7.9
CC(=O)N(O)CCCCCNC(=O)CCC(=O)N(O)CCCCCNC(=O)CCC(=O)N(O)CCCCCN	-11.1%	.
CC(Sc1nc2ccccc2c(=O)n1Cc1ccco1)C(=O)c1ccccc1 (stereo not given)	20.2%	1.2
Cc1cccc2cc(COC(=O)c3ccccc3)c(=O)[nH]c12	?	.
CCCCCc1c(C)nc(N2CCOCC2)[nH]c1=O	?	.
Cc1ccc(-c2nnc(-n3ncc(C#N)c3N)c3ccccc23)cc1C	-7.2%	-3.5
COc1ccc(/C=N\NC(=O)CC(=O)Nc2cccc(Cl)c2)cc1OC	2.7%	0.8
COC(=O)c1scc(C)c1N/N=C(\C)c1cc(F)c(Cl)cc1F	?	.
COc1ccc(-c2ccc(SC)nn2)cc1	-8.2%	-19.4
CC(CCc1ccccc1)NC(=O)C1CCN(S(=O)(=O)c2ccc(F)cc2)CC1 (stereo not given)	-9.6%	-12.5
CCOC(=O)CN1CCS(=O)(=O)CC1	?	.
O=C1OCC2=C1C(c1ccc(F)cc1)CC(=O)N2c1ccc(F)cc1 (stereo not given)	-18.7%	-20.2
CNCC(O)Cn1c2c(c3ccccc31)CCCC2 (stereo not given)	-12.3%	-6.6

# Following part
Structure	Lipid storage S3	Lipid storage S3 cell count max
CCN(CC)S(=O)(=O)c1ccc(N2CCOCC2)c(NC(=O)C(C)Oc2ccc(F)cc2)c1 (stereo not given)	-0.1%	11.7
CC(=O)Oc1cccc(N2C(=O)C3C(C2=O)C2C=CC3C23CC3)c1 (stereo not given)	?	.
Cc1c(O)ccc(NS(=O)(=O)c2ccccc2)c1C	12.6%[9.22 µM]	-3.1
COc1ccc2c(c1OC)C(=O)N(c1cccc(C)c1)C2=O	?	.
CCCCc1ccc(-c2csc(/C(C#N)=C\c3ccco3)n2)cc1	?	.
Oc1c(C(Nc2nc3ccccc3s2)c2ccco2)ccc2cccnc12 (stereo not given)	0.9%	-8.1
COc1ccc(-n2c(SCC(=O)Nc3nccs3)nnc2-c2ccoc2C)cc1	i	.
CC(=O)Nc1c(C(=O)O)[nH]c2ccccc12	?	.
COc1ccc(-c2cccc(NS(=O)(=O)c3cccc([N+](=O)[O-])c3)c2)nn1	?	.
